Screening data deposited in PubChem BioAssay by several laboratories.
MEKK3 PB1 HTS – raises or lowers MEK5 binding to the human MEKK3 PB1 domain. Q99759. bead-based flow cytometry, Alexa488-MEK5 binding to MEKK3; actives lie on both sides; 0 = blocked by unlabeled MEK5, 100 = vehicle. binding response (% of control), % at 10 µM. 1.4% of 290,000 active;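 active = binding response more than 3 SD above or below the average of its plate-row segment, actives on both sides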;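 also: Alexa488 bead fluorescence after subtracting the streptavidin-only scavenger bead signal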
NALP1 yeast inh – blocks the NALP1 inflammasome reconstituted in yeast | S. cerevisiae NALP1/ASC/caspase-1 growth, X-gal OD620, 72 h | inhibition, % at 10 µM | 0.61% of 280,000 active; in the data active = inhibition mostly above about 24%, no sharp cut-off; inactive = mostly below about 32%; also: some compounds called inactive have numbers as strong as hits
MEKK2 mut-MEK5 – signal of MEK5 binding to mutant human MEKK2 PB1 domain | bead flow cytometry, Alexa488-MEK5 binding to MEKK2 mutant | percent response, % at 10 µM | 0.35% of 290,000 active | AID 1530; in the data active = percent response above about 24%, passing the limit was not always enough; also: inactives centre near 1; some results filed as inactive read as strong as hits; reference of the scale not given here
MEKK2wt PB1 HTS – raises or lowers MEK5 binding to wildtype human MEKK2 PB1 domain. binding response (% of control), % at 10 µM. 1.1% of 290,000 active. AID 1531. bead flow cytometry, Alexa488-MEK5 binding to MEKK2 WT; actives lie on both sides; in the data active = binding response below about 67% or above about 130%
V1aR counter – activates human V1a receptor in oxytocin agonist counter-screen. CHO-V1R cells, Fluo-8 calcium fluorescence, agonist mode; 0% DMSO, 100% 3 nM vasopressin. activation, % at 3 µM. 0.25% of 320,000 active;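 active = activation above the mean activation of all tested compounds plus 3 SD, per screening run, cut at about 20% in these data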;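 also: signal is peak over basal fluorescence ratio across a 100 second FLIPR read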
Target sequence (P37288 whole entry, looked up): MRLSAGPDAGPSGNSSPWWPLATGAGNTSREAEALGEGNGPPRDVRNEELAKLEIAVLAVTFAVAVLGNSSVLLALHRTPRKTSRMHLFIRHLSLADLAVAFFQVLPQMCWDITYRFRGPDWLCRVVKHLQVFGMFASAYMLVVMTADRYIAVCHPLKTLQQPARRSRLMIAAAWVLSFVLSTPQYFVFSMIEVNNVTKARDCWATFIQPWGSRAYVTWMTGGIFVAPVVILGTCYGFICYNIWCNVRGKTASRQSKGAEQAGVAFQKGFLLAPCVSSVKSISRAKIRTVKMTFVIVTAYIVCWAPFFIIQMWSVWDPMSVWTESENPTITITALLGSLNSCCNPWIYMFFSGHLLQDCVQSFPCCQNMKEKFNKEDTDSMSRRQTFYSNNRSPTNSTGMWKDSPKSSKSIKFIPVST
OXTR ag – agonists of human oxytocin receptor. P30559. CHO-OTR cells, Fluo-8 calcium fluorescence; normalized: DMSO 0%, oxytocin 100%. activation, % at 3 µM. 0.32% of 320,000 active. AID 2435;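 active = activation above the mean of all tested compounds plus 3 SD, cutoff set per screening run, cut at about 20% in these data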;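 also: peak over basal fluorescence ratio from a 100 s FLIPR kinetic read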
GalR3 antag – blocks the human galanin receptor 3 | inhibition, % at 3 µM | AID 651719 | O60755 | 0.44% of 360,000 active | HEK293 GalR3-CNG cAMP membrane potential fluorescence; galR3 body fused to GalR1 C-terminus;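 active = inhibition above the screen-wide average plus 3 SD, cut at about 13% in these data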;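 also: forskolin and galanin both at EC90 stimulate the cells; cAMP rise reported by CNG channel membrane potential dye signal; 0% = forskolin plus galanin with DMSO and 100% = forskolin alone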
Target sequence (O60755 1-299 limits assumed): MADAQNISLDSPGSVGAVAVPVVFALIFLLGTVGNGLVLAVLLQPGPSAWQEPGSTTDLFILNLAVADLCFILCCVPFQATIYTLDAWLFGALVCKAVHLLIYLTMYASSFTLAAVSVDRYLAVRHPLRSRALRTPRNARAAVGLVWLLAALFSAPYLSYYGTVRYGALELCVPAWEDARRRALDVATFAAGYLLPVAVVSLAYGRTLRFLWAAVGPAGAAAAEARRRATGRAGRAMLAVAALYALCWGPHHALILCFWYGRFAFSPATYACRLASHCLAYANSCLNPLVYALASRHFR
PHOSPHO1 block – inhibitors of human PHOSPHO1 phosphatase; Q8TCT1; recombinant PHOSPHO1, absorbance phosphatase assay; inhibition, % at 13.3 µM; 1.1% of 290,000 active; in the data active = inhibition above about 60%
GPR7 antag – blocks human GPR7 receptor signaling. P48145. GPR7-expressing cells, fluorescence antagonist assay. inhibition, % at 4.4 µM. 1.1% of 290,000 active. AID 1861; in the data active = inhibition above about 16%, passing the limit was not always enough;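 also: cells stimulated with the agonist NPW; 0% = agonist with vehicle and 100% = vehicle without agonist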
Target sequence (P48145 whole entry, looked up): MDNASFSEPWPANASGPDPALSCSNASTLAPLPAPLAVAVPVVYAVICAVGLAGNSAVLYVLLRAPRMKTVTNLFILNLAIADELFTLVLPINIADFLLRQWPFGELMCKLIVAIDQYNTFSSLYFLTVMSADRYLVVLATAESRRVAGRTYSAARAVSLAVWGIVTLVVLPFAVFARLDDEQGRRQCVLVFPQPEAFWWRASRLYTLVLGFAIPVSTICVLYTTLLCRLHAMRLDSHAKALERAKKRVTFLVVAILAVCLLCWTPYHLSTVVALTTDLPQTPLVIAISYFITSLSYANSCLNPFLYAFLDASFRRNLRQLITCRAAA
* marks the source's active call; other numbers are inactive results; / = not tested or not shown.

SMILES	MEKK3 PB1 HTS	NALP1 yeast inh	MEKK2 mut-MEK5	MEKK2wt PB1 HTS	V1aR counter	OXTR ag	GalR3 antag	PHOSPHO1 block	GPR7 antag
CCCS(=O)(=O)N1CCCC(C(=O)NCCN(C)Cc2ccccc2)C1 (configuration not stated)	102	17	0	106	-0.3	0.5	-2	-5	-15
COCCN1C(=O)N[C@@H](CCc2ccccc2)[C@H](C(C)=O)[C@H]1C	110	3	5	100	1.0	0.1	-2	18	/
CN(CC(=O)Nc1ccccc1Br)CC(=O)Nc1ccccc1C(F)(F)F	107	8	5	110	-0.6	1.3	-7	38	4
COc1ccc2[nH]c3nc(SCc4nnc(-c5ccc(C)cc5)o4)nnc3c2c1	104	10	1	99	0.3	-0.1	/	-29	-8
CCCCCC(=O)NN1C(=S)N(c2ccc(OC)cc2)C(=O)C1CC(=O)Nc1ccccc1 (configuration not stated)	103	2	2	101	0.0	-0.6	-5	4	-9
COc1cc(S(=O)(=O)N(Cc2ccc(C)cc2)C2CCCCC2)ccc1-n1cnnn1	96	-1	-3	91	1.4	1.6	/	5	-6
Cc1cccc(C(=O)O/N=C(\N)CS(=O)(=O)c2ccccc2)c1	102	6	-2	98	0.7	0.0	1	14	8
CCCCCCNc1nc(-c2ccc(OC)cc2)c(CCC(=O)O)s1	104	29	12	96	-0.1	-1.2	0	-29	2
COc1ccc(/C(N)=N/OC(=O)c2ccc3c(c2)OCO3)cc1OC	88	-4	-8	89	0.6	0.4	-11	23	5
O=C(NCc1ccncc1)C(=O)C1C(=O)Nc2ccccc21 (configuration not stated)	102	5	0	105	0.0	1.2	-1	-4	-2
COc1cccc(-c2cc(C(=O)N3CCN(c4ccccc4OC)CC3)no2)c1	103	-1	5	100	0.6	0.0	-9	41	-16
CC1(CCc2ccc3c(c2)OCO3)NCCc2c1[nH]c1ccccc21 (configuration not stated)	107	25	25*	139	30*	16	-11	42	60*
C/C(CCc1ccc2c(c1)OCO2)=N\N=C1\NC(=O)CC(C(=O)Nc2ccc(Cl)cc2)S1 (configuration not stated)	106	-7	5	110	0.5	1.1	-7	33	-1
Nc1ccccc1SCCS(=O)(=O)c1ccc(Cl)cc1	102	-1	1	104	-0.7	-1.1	-6	/	1
Cc1ccc(NS(=O)(=O)c2ccc3c(c2)n(C)c(=O)c(=O)n3C)c(C)c1	94	28	-9	92	-1.4	-1.5	5	34	-20
O=S(=O)(Nc1ccc(S(=O)(=O)N2CCCCCC2)cc1)c1cccs1	103	-1	1	102	-0.5	-0.7	2	-1	-2
Cc1ccc(OCCN2C(=O)CSC2=O)cc1	100	1	-6	97	0.5	-0.4	-2	18	-18
O=C(N1CCOCC1)N1CCN(S(=O)(=O)N2CCOCC2)CC1	119	-4	12	117	0.9	0.2	-2	-18	-1
O=C(COC(=O)c1cccnc1Cl)Nc1ccccc1OC(F)F	108	9	-3	106	5.9	1.4	-4	27	-2
O=c1cc(CSc2ccc(Cl)cc2)nc(-c2ccccc2)[nH]1	99	11	-2	100	-0.1	-1.8	-4	44	-6
CCN1CCc2nc(N)sc2C1	88	-21	-5	92	0.7	-0.6	-3	-77	-10
COc1ccc(OC)c(NC(=O)CN(c2ccc(C)cc2)S(=O)(=O)c2c(C)n[nH]c2C)c1	101	-6	6	101	-0.3	-2.1	-2	2	-15
Cc1ccccc1C(=O)NCC(=O)NNC(=O)CCN1CCN(c2ccccc2)CC1	101	12	8	104	0.4	0.8	-1	41	-10
CSC1=NSC2=NC(=O)/C(=C/c3coc4ccccc4c3=O)C(=N)N12	122	28	-1	96	88*	176*	-5	5	7
CCOC(=O)c1cc(S(=O)(=O)NC2CCC(C)CC2)cn1C (configuration not stated)	103	-5	4	109	0.7	-2.1	-4	64*	-3
CCC(C)(C)NC(=O)C(c1ccco1)N(C(=O)CNC(=O)c1cccs1)c1cccnc1 (configuration not stated)	115	0	2	106	-1.1	-0.7	-6	1	-2
Cc1ccc(O)c(NC(=O)CSc2n[nH]c(-c3ccccc3)n2)c1	102	10	5	106	11	6.8	-1	22	-11
CC(C)c1nc2n[nH]c(N)c2c2c1CCCC2	98	7	8	100	0.1	-0.8	-2	4	-18
Cc1noc(C)c1COC(=O)c1cnc(Cl)c(Cl)c1	86	18	-11	74	0.3	0.3	-2	24	4
Cc1nn(CC(=O)NNC(=S)NCC2CCCO2)c(C)c1Br (configuration not stated)	98	2	5	105	1.8	-0.8	0	-159	-13
COc1ccccc1N1CCN(C(=O)CSc2nnc(NC(=O)C(C)C)s2)CC1	107	-3	1	103	0.0	-1.9	-4	22	-2
CCOc1ccc(NC(=O)N2CCN(S(C)(=O)=O)CC2)cc1	103	-7	0	101	0.5	0.0	-1	37	-10
CCCN(CCO)Cc1ccc(Cl)c(Cl)c1	98	12	-2	102	0.1	-0.6	-7	-2	-8
CC(Sc1nnnn1C)C(=O)Nc1ccccc1 (configuration not stated)	51	4	-15	56	0.6	-0.2	0	12	-2
CC1(C)CC(=O)c2c(O)cc(OCc3ccc([N+](=O)[O-])cc3)cc2O1	/	14	/	/	0.0	-0.3	-2	15	-13
Cc1cc(CNC(=O)COc2ccc(F)cc2Cl)cc(C)c1O	96	20	-3	96	0.1	-0.4	3	48	-4
N#Cc1ccsc1NC(=O)CN1CCN(S(=O)(=O)c2ccc3ccccc3c2)CC1	98	22	-1	93	2.8	-1.7	-2	-2	-8
COC(=O)CNC(c1ccccc1)c1cc(Br)ccc1N (configuration not stated)	98	21	-3	97	-0.7	-3.1	-1	33	-3
COC(=O)c1ccccc1N1CCS(=O)(=O)CC1	106	-9	8	109	-0.5	0.6	-5	59	-14
COCCNC(=O)c1cc(-c2cccnc2)nc2ccc(Br)cc12	102	5	0	105	-0.3	-0.1	-2	16	-7
CCOc1nc(OCC)c2cnn(C)c2n1	98	8	8	104	0.2	-0.6	-10	5	-1
Cc1ccccc1NC(=O)Nc1ccccc1Br	105	18	5	106	-0.7	-1.2	-8	12	-11
CC(C)OCCCNC(=O)NC12CC3CC(CC(C3)C1)C2	104	28	2	103	0.4	-1.8	-5	2	-22
O=C(CCCCC(=O)NCCc1ccccc1)NCCc1ccccc1	104	21	0	103	1.5	-0.8	-8	29	9
CC(=O)NC(Cc1cccc(F)c1)C(=O)NC1CCN(c2nnnn2-c2ccccc2)CC1 (configuration not stated)	108	-7	-1	102	0.9	0.2	-1	44	-5
Cc1ccc(S(=O)(=O)N(CC(=O)NCC2CCCO2)Cc2cccc(C)c2)cc1 (configuration not stated)	100	26	2	110	-0.4	-2.6	0	-12	-4
CCOC(=O)Cc1ncccc1C(=O)Nc1ccc(OC(F)(F)F)cc1	79	-3	-3	87	8.2	-0.1	-1	3	5
Cc1c(SCCO)c(=O)[nH]c2cc3c(cc12)OCO3	99	-14	4	107	0.5	-0.5	-4	15	-3
CCSc1nc2sc3c(c2c(=O)n1-c1ccccc1)CCN(C)C3	100	13	2	106	0.0	-0.5	-9	14	-4
COc1ccc2c(C(=O)CN3CC(C)OC(C)C3)c[nH]c2c1 (configuration not stated)	101	10	6	102	-0.5	-0.3	-5	11	-9

Next part
SMILES	MEKK3 PB1 HTS	NALP1 yeast inh	MEKK2 mut-MEK5	MEKK2wt PB1 HTS	V1aR counter	OXTR ag	GalR3 antag	PHOSPHO1 block	GPR7 antag
CC(C)CN(C(=O)CN1CCN(c2ccccc2O)CC1)c1c(N)n(CC(C)C)c(=O)[nH]c1=O	100	35	-2	99	-0.5	-1.1	-3	6	-15
Cc1ccccc1NS(=O)(=O)c1nnc(NC(=O)C(C)C)s1	94	12	-15	94	0.8	0.5	-7	42	3
Cn1cc(CN2CCCC(CO)(Cc3cccc(Cl)c3)C2)cn1 (configuration not stated)	103	6	7	112	-0.7	-0.5	8	50	-14
C=CCn1c(=N)n(CC(=O)c2cccc([N+](=O)[O-])c2)c2ccccc21	103	19	0	106	-1.9	-2.2	-2	32	0
CSc1nsc(SCC(=O)NCc2ccccc2)n1	107	4	10	106	-1.2	-1.3	-2	/	-14
Cc1cc(NC(=O)CSc2nc3ccsc3c(=O)n2CCCC(=O)NCCc2ccccc2)no1	102	-22	-4	99	0.1	-2.4	-2	-13	-6
COc1cc(Nc2nnc(C)s2)c(Cl)cc1Cl	94	-7	-1	95	0.3	3.3	-4	6	-18
O=C(NCCCn1ccnc1)C(=O)NCC1OCCN1S(=O)(=O)c1ccc(Cl)cc1 (configuration not stated)	101	22	2	104	-0.4	-0.4	/	-16	-16
COCCn1nnnc1C(c1ccc(OC)c(OC)c1)N1CCc2ccccc21 (configuration not stated)	96	11	-3	95	-0.3	-0.9	-1	15	-6
CCOC(=O)/C=C/C(=O)N1CCc2ccccc21	92	7	-2	85	0.0	-2.0	-3	18	-1
COc1ccc(-c2oc3ccc(-c4ccc5c(c4)OCO5)cc3c2-c2ccc(OC)nc2)cc1	103	/	-4	97	1.2	0.1	1	/	/
COc1ccc2[nH]c(=O)c(CN(C(=O)c3ccccn3)c3ccccc3)cc2c1	102	1	1	100	-0.2	0.1	0	10	-1
O=S(=O)(c1ccc(Br)cc1)N1CCC2(CC1)OCCO2	96	21	-6	97	0.6	-0.1	-3	38	-2
COc1ccccc1C(=O)NNC(=O)c1ccc(NS(=O)(=O)c2cccs2)cc1	102	12	8	110	-0.1	-0.5	-1	19	-7

Ordered by length of the SMILES (smallest number first): some entries from above
SMILES	MEKK3 PB1 HTS	NALP1 yeast inh	MEKK2 mut-MEK5	MEKK2wt PB1 HTS	V1aR counter	OXTR ag	GalR3 antag	PHOSPHO1 block	GPR7 antag
CSc1nsc(SCC(=O)NCc2ccccc2)n1	107	4	10	106	-1.2	-1.3	-2	/	-14
COc1cc(Nc2nnc(C)s2)c(Cl)cc1Cl	94	-7	-1	95	0.3	3.3	-4	6	-18
CCOC(=O)/C=C/C(=O)N1CCc2ccccc21	92	7	-2	85	0.0	-2.0	-3	18	-1
Cc1c(SCCO)c(=O)[nH]c2cc3c(cc12)OCO3	99	-14	4	107	0.5	-0.5	-4	15	-3
O=S(=O)(c1ccc(Br)cc1)N1CCC2(CC1)OCCO2	96	21	-6	97	0.6	-0.1	-3	38	-2
Cc1ccccc1NS(=O)(=O)c1nnc(NC(=O)C(C)C)s1	94	12	-15	94	0.8	0.5	-7	42	3
CCSc1nc2sc3c(c2c(=O)n1-c1ccccc1)CCN(C)C3	100	13	2	106	0.0	-0.5	-9	14	-4
COCCn1nnnc1C(c1ccc(OC)c(OC)c1)N1CCc2ccccc21 (configuration not stated)	96	11	-3	95	-0.3	-0.9	-1	15	-6
COc1ccccc1C(=O)NNC(=O)c1ccc(NS(=O)(=O)c2cccs2)cc1	102	12	8	110	-0.1	-0.5	-1	19	-7
COc1ccc2[nH]c(=O)c(CN(C(=O)c3ccccn3)c3ccccc3)cc2c1	102	1	1	100	-0.2	0.1	0	10	-1
O=C(NCCCn1ccnc1)C(=O)NCC1OCCN1S(=O)(=O)c1ccc(Cl)cc1 (configuration not stated)	101	22	2	104	-0.4	-0.4	/	-16	-16
Cc1cc(NC(=O)CSc2nc3ccsc3c(=O)n2CCCC(=O)NCCc2ccccc2)no1	102	-22	-4	99	0.1	-2.4	-2	-13	-6
COc1ccc(-c2oc3ccc(-c4ccc5c(c4)OCO5)cc3c2-c2ccc(OC)nc2)cc1	103	/	-4	97	1.2	0.1	1	/	/
CC(C)CN(C(=O)CN1CCN(c2ccccc2O)CC1)c1c(N)n(CC(C)C)c(=O)[nH]c1=O	100	35	-2	99	-0.5	-1.1	-3	6	-15
